Growth percent in the NCI-60 one-dose screen (48 h, 10 µM unless noted): 100 = growth as untreated, 0 = no growth, -100 = all killed.
SK-MEL-5: SK-MEL-5 melanoma. 6.4% of 80,000 active
SK-MEL-2: SK-MEL-2 melanoma; 4.7% of 77,000 active; AID 1794763
HOP-92: HOP-92 NSCLC cells; 6.3% of 71,000 active
M14: M14 melanoma; 6.2% of 80,000 active
SK-MEL-28: SK-MEL-28 melanoma; 4.1% of 81,000 active; AID 1794761
EKVX: EKVX NSCLC | 3% of 71,000 active
A549/ATCC: A549/ATCC NSCLC; 3.7% of 81,000 active; AID 1794740
HOP-62: HOP-62 NSCLC; AID 1794735; 3.9% of 80,000 active
Starred values were filed as active, the others as inactive; . = not tested or not shown; & = joins results of further samples. The calls were made as follows: active = growth percent below 10; inactive = the rest. Not all compounds are listed. The share of hits here may be higher or lower than overall.

SMILES | SK-MEL-5 | SK-MEL-2 | HOP-92 | M14 | SK-MEL-28 | EKVX | A549/ATCC | HOP-62
Cc1cc(C)c(NC2=NCCS2)cc1C | . | 112 | . | 117 | 96 | 84 | 97 | 89
CC1CC2(C)C(CCC3C2CCC2(C)C(OP(=O)(N4CC4)N4CC4)CCC32)CC1=O (configuration not stated) | 90 | . | 99 | 88 | 104 | 100 | 91 | 95
CC(=O)Oc1ccccc1C(=O)NC([Se])=NC1CCCCC1 | -80* | -44* | 32 | 21 | -15* | -59* | 20 | 9.5*
C=C(C)C1(C)C(=O)NC(=O)NC1=O | 102 | 105 | 83 | 109 | 103 | . | 101 | 112
COc1ccc(Cn2cc(/C=C3/C(=O)C4CCN3CC4)c3cccnc32)cc1 | 81 | 92 | 73 | 106 | 103 | 95 | 91 | 88
N#Cc1nc(C2CC2c2ccccc2)oc1N1C[C@@H]2C[C@@H](C1)c1cccc(=O)n1C2 (some centres not stated) | 95 | 95 | 92 | 101 | 113 | 106 | 90 | 98
NC(=O)OC1CCCCC1 | 110 | 97 | . | 109 | 108 | 82 | 108 | 114
CC1=CC[C@@H]2[C@@H](C1)c1c(O)cc(C(C)(C)c3ccccc3)cc1OC2(C)C | 80 | 76 | 63 | 75 | 90 | 75 | 59 | 84
[O-][Cl+3]([O-])([O-])O | 99 | 121 | 100 | 103 | 98 | . | 105 | 98
Fc1ccccc1CCl | 105 | 108 | 108 | 103 | 132 | 113 | 108 | 114
CC1CN1P(=O)(N1CC1C)N1C(C)CCC1C (configuration not stated) | 105 | 128 | 94 | 103 | 112 | 94 | 96 | 97
CN1CCN(C(=O)COc2ccc3c(c2)CCCC(=O)N3)CC1 | 102 | 103 | . | 101 | 107 | 105 | 113 | 100
CN(C)C(=O)Oc1ccccc1 | 113 | 108 | 101 | 103 | 111 | 104 | 103 | 96
Cc1cc(N(CCCl)CCCl)ccc1/C=C/c1ccncn1 | 87 | 88 | 89 | 114 | 101 | 108 | 87 | 113
Cc1cc[n+](C(C)(C)C)o1 | 111 | 99 | 101 | 108 | 102 | 122 | 103 | 118
Cn1c(=O)c2ncnnc2n(C)c1=O | 133 | 100 | 92 | 111 | 93 | 103 | 103 | 41
N#CC1=C(N)Oc2cc3c(cc2C1c1cccs1)OCO3 (configuration not stated) | 16 | 21 | . | 15 | 38 | 54 | 37 | 26
CC(O)c1ccc(Cl)cc1 (configuration not stated) | . | 112 | 84 | 109 | 113 | 104 | 101 | 92
O=C(/C=C/c1cccc(Br)c1)c1nc2ccccc2n1Cc1ccc(Br)cc1 | -26* | -42* | -49* | -32* | -53* | -55* | 28 | -42*
CC1=C2CC[C@H]3[C@@H](CCC4=CC(=O)CC[C@@]43C)[C@@H]2CC1 | 100 | 115 | 103 | 113 | 102 | 94 | 101 | 111
O=[As](O)(O[As](=O)(O)c1ccccc1)c1ccccc1 | 101 | 99 | 64 | . | 109 | 88 | 110 | 99
C=CC1CC=CCC1 (configuration not stated) | 102 | 92 | 91 | 103 | 105 | 109 | 103 | 99
Cc1nc(N2CC2)nc(N(C)c2ccccc2)c1[N+](=O)[O-] | 105 | 122 | 72 | 124 | 114 | 108 | 103 | 105
O=C(OCCl)c1ccccc1 | 106 | 109 | 85 | 107 | 114 | 116 | 99 | 91

One compound at a time, from the list above. Order of values: SK-MEL-5, SK-MEL-2, HOP-92, M14, SK-MEL-28, EKVX, A549/ATCC, HOP-62
Cn1c(=O)c2ncnnc2n(C)c1=O across the screens: 133, 100, 92, 111, 93, 103, 103, 41
C=CC1CC=CCC1 (configuration not stated) across the screens: 102, 92, 91, 103, 105, 109, 103, 99
N#CC1=C(N)Oc2cc3c(cc2C1c1cccs1)OCO3 (configuration not stated) across the screens: 16, 21, ., 15, 38, 54, 37, 26
CC1=C2CC[C@H]3[C@@H](CCC4=CC(=O)CC[C@@]43C)[C@@H]2CC1 across the screens: 100, 115, 103, 113, 102, 94, 101, 111

The list goes on:
SMILES | SK-MEL-5 | SK-MEL-2 | HOP-92 | M14 | SK-MEL-28 | EKVX | A549/ATCC | HOP-62
Oc1ccc(Br)cc1 | 101 | 118 | 103 | 106 | 110 | 100 | . | 93
CCOP(=O)(OCC)C(O)c1ccccc1Cl (configuration not stated) | 103 | 93 | . | 103 | 114 | . | 105 | 109
COC(=O)CC(c1ccccc1)N1CC1 (configuration not stated) | 104 | 106 | . | 111 | 111 | 95 | 97 | 109
CN(C)CCCNC(=O)/C(C#N)=C/c1ccc(N(CCCl)CCCl)cc1 | 97 | 117 | . | 93 | 90 | . | 93 | 103
OC(c1ccccc1)C(Cl)(Cl)Cl (configuration not stated) | 99 | 101 | 95 | 105 | 114 | . | 11 | 102
CC(=O)N1N=C(c2ccc(F)cc2)CC1c1sc(N(CCCl)CCCl)nc1Cl (configuration not stated) | 77 | 92 | . | 105 | 105 | 84 | 75 | 83
COC(=O)[C@@]12C(=O)N(Cc3ccc(OC)cc3OC)C(C)(C)C1=Cc1cccc3c1[C@@]2(O)C(=O)N3C | 107 | 92 | 92 | 94 | 111 | 103 | 99 | 97
CSc1nc(N)nc2nc(NN)nn12 | 104 | 106 | 95 | . | 112 | 108 | 111 | 93
Cc1ccc(C)c(OP(=O)(Oc2cc(C)ccc2C)Oc2cc(C)ccc2C)c1 | 110 | 108 | 94 | 85 | 116 | 94 | 74 | .
C=CCN1CC[C@]23c4c5ccc(O)c4OC2C(=O)CC[C@@]3(O)[C@H]1C5 (some centres not stated) | 96 | 120 | 76 | 97 | 110 | 105 | 102 | 109
Cc1ccc(NC(=O)CCl)cc1 | 78 | . | 86 | 82 | 90 | 110 | 104 | 112
COc1ccc(-c2c[se]c(Nc3ccc(C)cc3)n2)cc1 | 100 | 107 | 93 | 92 | 98 | 86 | 79 | 47
C[C@]12C=CC(=O)C[C@@H]1CC[C@@H]1[C@@H]2CC[C@]2(C)[C@@H](O)CC[C@@H]12 | 96 | 94 | . | 92 | 93 | . | 92 | 122
O=S(OCC(Cl)(Cl)Cl)OCC(Cl)(Cl)Cl | 103 | 100 | 129 | 88 | 103 | . | 100 | 107
COc1ccc(CC#N)cc1 | 110 | 109 | 104 | 107 | 108 | 81 | 93 | 89
COC(=O)C12NC1(c1ccccc1C(F)(F)F)OC(=O)C2c1ccccc1 (configuration not stated) | 102 | 111 | 96 | 100 | 107 | 91 | 101 | 93
CCC(C)c1cnc(CC(C)C)c(=O)n1O (configuration not stated) | 99 | 152 | 107 | 118 | 108 | 90 | 107 | 110
O=[N+]([O-])c1ccc(N2CC2)c([N+](=O)[O-])c1 | 96 | 106 | 70 | 94 | 106 | . | 79 | 95
O=c1oc2ccccc2n1SC(Cl)(Cl)Cl | 103 | 107 | . | 96 | 117 | . | 103 | 98
CC1(C)N=C(N)N=C(N)N1c1ccc(OCCCCNC(=O)Nc2cccc(S(=O)(=O)F)c2)c(Cl)c1 | 26 | 81 | . | 40 | 60 | . | 15 | 63
Clc1ccc(C(c2ccc(Cl)cc2)C(Cl)Cl)cc1 | 83 | 86 | . | 108 | 109 | 104 | . | 108
O=C(CCCc1ccc([N+](=O)[O-])cc1)Nc1ccccc1S(=O)(=O)F | 99 | 107 | 77 | 111 | 100 | . | 95 | 107
CCO[P+](=O)Oc1ccccc1 (configuration not stated) | 106 | 119 | 148 | 103 | 109 | 92 | 97 | 104
CCCCCCCCCCCCCCCC[n+]1ccccc1 | -95* | -80* | -42* | -77* | -31* | -2.2* | -61* | -49*
O=C1C=CC(=O)O1 | 106&105 | 101&121 | 81&111 | 107&104 | 132 | 91 | 95&109 | 87&113
CCCCCCOc1ccc(C(=O)Oc2ccc(CSP(=O)(OCC3OC(n4cnc5c(N)ncnc54)CC3O)OC3C(CO)OC(n4ccc(=O)[nH]c4=O)C3OC)cc2)cc1 (configuration not stated) | 96 | 78 | 79 | 70 | 89 | 99 | 89 | 126
O=c1[nH]c(N2CC3CC(C2)c2cccc(=O)n2C3)nc2sc(-c3ccccc3)cc12 (configuration not stated) | 101 | 101 | 107 | 103 | 112 | 97 | 98 | 100
O=P(N1CCCCCC1)(N1CCCCCC1)N1CC1 | 104 | 93 | 77 | 105 | 112 | 120 | . | 104
CSc1ccccc1NP1(=O)OCC(C)([N+](=O)[O-])CO1 (configuration not stated) | 98 | 112 | 89 | 101 | 99 | 98 | 96 | .
C[C@]12C=CCC[C@@H]1CC[C@@H]1[C@@H]2CC[C@]2(C)[C@@H](O)CC[C@@H]12 | 95 | 99 | 127 | 109 | 103 | 101 | 88 | 101
CCOP(=O)(NC)OCC | 100 | 124 | 74 | 95 | 104 | 146 | 114 | 91
Cc1ccc(Nc2nc(-c3ccccc3)c[se]2)cc1 | 95 | 103 | 67 | 90 | 102 | 68 | 95 | 68
Cc1ccc(CCl)cc1 | 100 | 106 | 101 | 103 | 102 | 103 | 95 | 85
Cc1cc[n+](C)cc1 | 107 | . | 87 | 105 | 113 | 104 | 84 | 111
c1cnc2[nH]cc(-c3csc(-c4cn(CCCCN5CCOCC5)c5ccccc45)n3)c2c1 | 51 | 88 | 32 | -50* | -71* | 64 | 57 | 53
O=C1NC(=O)C(=Cc2cccn2CCCCCCn2c3ccccc3c(=O)c3ccccc32)C(=O)N1 | 86 | 107 | 85 | 94 | 111 | 100 | 96 | 93

Given tab-delimited: part of the list above.
structure	SK-MEL-5	SK-MEL-2	HOP-92	M14	SK-MEL-28	EKVX	A549/ATCC	HOP-62
O=c1[nH]c(N2CC3CC(C2)c2cccc(=O)n2C3)nc2sc(-c3ccccc3)cc12 (configuration not stated)	101	101	107	103	112	97	98	100
O=P(N1CCCCCC1)(N1CCCCCC1)N1CC1	104	93	77	105	112	120	.	104
CSc1ccccc1NP1(=O)OCC(C)([N+](=O)[O-])CO1 (configuration not stated)	98	112	89	101	99	98	96	.
C[C@]12C=CCC[C@@H]1CC[C@@H]1[C@@H]2CC[C@]2(C)[C@@H](O)CC[C@@H]12	95	99	127	109	103	101	88	101

Going on with the list:
SMILES | SK-MEL-5 | SK-MEL-2 | HOP-92 | M14 | SK-MEL-28 | EKVX | A549/ATCC | HOP-62
CCCCn1cc(C(=O)/C(C#N)=C/c2cc3ccccc3nc2Cl)c2cc(OC)ccc21 | . | 115 | . | . | 107 | 94 | 102 | 86
Cc1ccccc1O | 106 | 109 | . | 101 | 111 | 111 | 100 | 95
C=CC(O)CN1CC1 (configuration not stated) | 112 | 111 | 82 | 113 | 110 | 114 | 89 | 98
CCCC(OC(C)=O)P(=O)(OCC)OCC (configuration not stated) | 102 | 111 | 100 | 93 | 99 | . | 103 | 107
O=C(NC1=NCC[Se]1)c1ccccc1O | 81 | 83 | 63 | 42 | 61 | 73 | 57 | 39
COc1cc2c(cc1OC)C(c1cccc(Cl)c1)=NN=C(C)C2 | 93 | 106 | 76 | 114 | 117 | 88 | 92 | 94
CC1=C(C)CC2(C(=O)NC(=S)NC2=O)C(C)C1 (configuration not stated) | 99 | 107 | . | 93 | 93 | 92 | 103 | .
CC(=O)O[C@@H]1[C@@H]2[C@H]([C@H](OC(C)=O)[C@H](OC(C)=O)/C(C)=C/C34OC3(CC(C)C4OC(=O)Cc3ccccc3)C(=O)[C@@H]1C)C2(C)C (some centres not stated) | 98 | 105 | 91 | 101 | 99 | 91 | 92 | 100
CCCCCCCC[n+]1ccc2ccccc2c1 | -19* | 25 | 52 | 43 | 61 | 75 | 89 | 77
CCC1(c2ccccc2)C(=O)NC(=S)NC1=O | 97 | 99 | 104 | 112 | 103 | 105 | 100 | 92
CC(=O)OCC1CC2(Cl)C(Cl)=C(Cl)C1(Cl)C2(Cl)Cl (configuration not stated) | 108 | 91 | . | 97 | 106 | 96 | 101 | 92
CCCNC(=O)C[C@@H](CCC(F)(F)F)C(=O)N[C@H]1N=C(c2ccccc2)c2ccccc2N(C)C1=O | 100 | 108 | 96 | . | 108 | 95 | 100 | 89
CC(Cl)(CCl)C(N)=O (configuration not stated) | 103 | 143 | . | 106 | 109 | . | 113 | 111
C=CCCC1(CC)C(=O)NC(=O)NC1=O | 100 | 108 | 116 | 109 | 110 | . | 102 | 102
O=C(/C=C/c1sc(N(CCCl)CCCl)nc1Cl)c1ccc(Br)cc1 | 104 | 93 | . | 103 | 104 | 100 | 90 | 95
O=C(O)C1C(C(=O)O)C2(Cl)C(Cl)=C(Cl)C1(Cl)C2(Cl)Cl (configuration not stated) | 116&104 | 113&108 | 95&94 | 109&102 | 108&108 | 118&90 | 96&104 | 111&100
Clc1ccc(-c2csc3cccc[n+]23)cc1 | 104 | . | 99 | 106 | 99 | . | 85 | 98
c1cc(CCNC2CCCCC2)ccn1 | 106 | 113 | . | 113 | 114 | 89 | 108 | 106
CCC1C2CC3C4N(C)c5ccccc5C45CC(C2C5O)N3C1O (configuration not stated) | 105&97 | 103&95 | 100&80 | 100&104 | 109&102 | 102&94 | 100&87 | 94&89
O=C1CC(=O)NC(=O)N1 | 110 | 91 | 93 | 98 | 110 | 99 | 94 | 98
O=[N+]([O-])c1ccc(P(=O)(O)O)cc1 | 109 | 103 | 85 | 96 | 109 | . | 103 | .
NC(CSP(=O)(O)O)=NCC12CC3CC(CC(C3)C1)C2 | 105 | 97 | 129 | 95 | 123 | 129 | 106 | 120
CC12CCC(=O)C=C1CCC1C2CCC2(C)C(C(=O)COC(=O)Cc3ccc(N(CCCl)CCCl)cc3)CCC12 (configuration not stated) | 85 | 21 | . | 104 | 104 | 53 | . | 106
Nc1ccc(CCc2ccc(Cl)cc2S(=O)(=O)F)c(Cl)c1 | 109 | 92 | . | 96 | 110 | . | 97 | 98
C[C@]12CC[C@H]3[C@@H](CC=C4C[C@@H](O)CC[C@@]43C)[C@@H]1CC(=O)[C@@H]2O | . | 98 | 87 | 95 | 108 | 92 | 104 | 96

Source: PubChem BioAssay (NCI)
